influenza NS1A: NS1A inhibition, H1N1 influenza, cell based functional assay (AID 504329). NS1A functional cell-based assay, percent inhibition; higher % means a stronger effect. inhibition, % at 12.5 µM; hits with a dose series show IC50 in µM. 340,000 compounds, 0.3% hits; in the data active means a potency from the dose series; inconclusive means inhibition above about 27% without an active follow-up result; further: strong numbers were not always called active
M. tuberculosis HTS: M. tuberculosis growth inhibition, HTS (AID 449762); M. tuberculosis H37Rv growth inhibition, 7H9 media; higher % means a stronger effect; one-dose inhibition, % at 25 µM; IC50 in µM for titrated hits; 330,000 compounds, 0.59% hits; in the data active means a potency from the dose series; inconclusive means inhibition above about 70% without an active follow-up result;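 further: bacterial growth assessed after seven days of incubation; strong numbers were not always called active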
tuberculosis growth: growth inhibition of non-replicating M. tuberculosis (AID 488890) | Mycobacterium tuberculosis non-replicating, growth inhibition; higher % means a stronger effect | 320,000 compounds, 0.39% hits | inhibition, % at 25 µM; hits with a dose series show IC50 in µM; in the data active means a potency from the dose series; inconclusive means inhibition mostly from about 82% at the one dose, without a potency; inactive means the rest, 99 in 100 with inhibition below about 76%;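 further: plate controls were DMSO cells for no effect and high antibiotic wells for full effect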
PhoP GFP inhibition: PhoP regulon inhibitors, Salmonella typhi PhoP promoter GFP reporter, confirmatory (AID 1850); Salmonella Typhi PhoP-promoter GFP reporter, fluorescence, 4 h; higher % means a stronger effect; inhibition, % at 50 µM; hits with a dose series show IC50 in µM; 310,000 compounds, 0.33% hits; in the data active means a potency from the dose series; inconclusive means inhibition mostly from about 25% at the one dose, without a potency; inactive means the rest, 99 in 100 with inhibition below about 19%;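 further: 0% = induced wells with vehicle and 100% = uninduced wells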
VEEV TC-83 Vero: inhibitors of VEEV TC-83 cytopathic effect, confirmation, Vero cells (AID 588727); 350,000 compounds, 0.13% hits; Vero cells, VEEV TC-83 cytopathic effect inhibition; higher % means a stronger effect; inhibition, % at 20 µM, or IC50 in µM where a hit was titrated; in the data active means a potency from the dose series; inconclusive means inhibition mostly from about 14% at the one dose, without a potency; inactive means the rest, 99 in 100 with inhibition below about 12%; further: strong numbers were not always called active
VEEV TC-83 Vero 10K pilot screen: also measured in VEEV TC-83 Vero; calls as there; inhibition, %; measured here: 10K pilot screen inhibition
* = called active by the depositor; i = inactive; ? = inconclusive; / = not tested or not shown.

SMILES	influenza NS1A	M. tuberculosis HTS	tuberculosis growth	PhoP GFP inhibition	VEEV TC-83 Vero	others
O=C(O)c1cnn2c(-c3ccc(F)cc3)ccnc12	-1%	5%	-2%	1%	0.6%
Cc1ccc(NC(=O)N2CCC(C(=O)Nc3ccc(C)cc3C)CC2)cc1	7%	-8%	-13%	3%	7.4%
O=C(NCc1ccc2c(c1)OCO2)c1cnc2n(c1=O)CCS2	-7%	-10%	/	-4%	8.0%
CN(C)CCCN(C(=O)c1ccc(S(=O)(=O)N2CCOCC2)cc1)c1nc2ccc(F)cc2s1	-1%	2%	9%	8%	0.5%
NC(=O)COC(=O)c1cc(=O)[nH]c2ccccc12	10%	-9%	-24%	7%	2.4%
CCCc1cc(=O)n2[nH]c(C)c(-c3ccc(OC)cc3)c2n1	-16%	36%	80%	-7%	0.2%
CCOC(=O)C1CCN(c2cc(=O)n(-c3ccccc3Cl)c(=O)[nH]2)CC1	40%	-4%	-24%	-6%	0.1%
CC(=O)c1cc(C(=O)N2CCc3c([nH]c4ccccc34)C2CC(C)C)[nH]n1 (configuration not stated)	-2%	52%	13%	3%	5.4%
Cc1cccc(C(C(=O)NC2CCCCC2)N(C(=O)c2csnn2)C2CC2)c1 (configuration not stated)	-4%	0%	-2%	-13%	i
COc1ccccc1N1CCN(c2ccc(S(=O)(=O)N3CCN(C)CC3)cn2)CC1	-6%	-3%	4%	/	i

The list goes on; it opens with the two that closed the last part.
SMILES	influenza NS1A	M. tuberculosis HTS	tuberculosis growth	PhoP GFP inhibition	VEEV TC-83 Vero	others
Cc1cccc(C(C(=O)NC2CCCCC2)N(C(=O)c2csnn2)C2CC2)c1 (configuration not stated)	-4%	0%	-2%	-13%	i
COc1ccccc1N1CCN(c2ccc(S(=O)(=O)N3CCN(C)CC3)cn2)CC1	-6%	-3%	4%	/	i
Cc1cccc(OCC(=O)N(C)CC(=O)Nc2cccc(F)c2)c1C	-12%	-1%	33%	/	2.7%
CC(C)C(NC(=O)c1ccccc1)C(=O)NCc1ccccn1 (configuration not stated)	6%	-4%	3%	-12%	1.8%
Cc1ccnc(NC(=O)CCC(=O)N(CC(=O)NC(C)(C)C)c2ccc3c(c2)OCO3)c1	0%	4%	-5%	2%	2.1%
CC1(C)CN=C(Nc2ccccc2C(F)(F)F)S1	-3%	6%	4%	6%	3.2%
CC(C)N(C(=O)COC(=O)c1cccnc1Cl)c1ccccc1	1%	-1%	0%	/	i
O=C(Cc1ccccc1)NC1CCN(C(=O)c2ccc([N+](=O)[O-])cc2)CC1	-3%	-3%	10%	12%	0.5%
CC(=O)Nc1ccc(C(=O)CS(=O)(=O)c2ccc(C)cc2)cc1	-2%	-7%	-6%	-4%	2.5%
C=CCSC1=Nc2cc(OC)c(OC)cc2C2=NC(=O)CN12	6%	/	/	/	1.6%
O=C(O)c1csc(N/N=C/c2ccc(Br)cc2)n1	-6%	/	/	/	0.9%
Cc1ccc(SCC(=O)NNC(=O)CCS(=O)(=O)c2ccccc2)cc1	3%	-8%	-11%	/	11%

A draw from above in order of length of the SMILES, descending.
SMILES	influenza NS1A	M. tuberculosis HTS	tuberculosis growth	PhoP GFP inhibition	VEEV TC-83 Vero	others
CN(C)CCCN(C(=O)c1ccc(S(=O)(=O)N2CCOCC2)cc1)c1nc2ccc(F)cc2s1	-1%	2%	9%	8%	0.5%
Cc1ccnc(NC(=O)CCC(=O)N(CC(=O)NC(C)(C)C)c2ccc3c(c2)OCO3)c1	0%	4%	-5%	2%	2.1%
CC(=O)c1cc(C(=O)N2CCc3c([nH]c4ccccc34)C2CC(C)C)[nH]n1 (configuration not stated)	-2%	52%	13%	3%	5.4%
O=C(Cc1ccccc1)NC1CCN(C(=O)c2ccc([N+](=O)[O-])cc2)CC1	-3%	-3%	10%	12%	0.5%
COc1ccccc1N1CCN(c2ccc(S(=O)(=O)N3CCN(C)CC3)cn2)CC1	-6%	-3%	4%	/	i
Cc1cccc(C(C(=O)NC2CCCCC2)N(C(=O)c2csnn2)C2CC2)c1 (configuration not stated)	-4%	0%	-2%	-13%	i
Cc1ccc(NC(=O)N2CCC(C(=O)Nc3ccc(C)cc3C)CC2)cc1	7%	-8%	-13%	3%	7.4%
Cc1ccc(SCC(=O)NNC(=O)CCS(=O)(=O)c2ccccc2)cc1	3%	-8%	-11%	/	11%
CC(=O)Nc1ccc(C(=O)CS(=O)(=O)c2ccc(C)cc2)cc1	-2%	-7%	-6%	-4%	2.5%
Cc1cccc(OCC(=O)N(C)CC(=O)Nc2cccc(F)c2)c1C	-12%	-1%	33%	/	2.7%
O=C(NCc1ccc2c(c1)OCO2)c1cnc2n(c1=O)CCS2	-7%	-10%	/	-4%	8.0%
C=CCSC1=Nc2cc(OC)c(OC)cc2C2=NC(=O)CN12	6%	/	/	/	1.6%
CC(C)C(NC(=O)c1ccccc1)C(=O)NCc1ccccn1 (configuration not stated)	6%	-4%	3%	-12%	1.8%
NC(=O)COC(=O)c1cc(=O)[nH]c2ccccc12	10%	-9%	-24%	7%	2.4%
O=C(O)c1cnn2c(-c3ccc(F)cc3)ccnc12	-1%	5%	-2%	1%	0.6%
CC1(C)CN=C(Nc2ccccc2C(F)(F)F)S1	-3%	6%	4%	6%	3.2%

Next section:
SMILES	influenza NS1A	M. tuberculosis HTS	tuberculosis growth	PhoP GFP inhibition	VEEV TC-83 Vero	others
COc1cc(OC)cc(C(=O)Nc2ncn[nH]2)c1	-6%	0%	10%	/	0.9%
CNc1nc(-c2ccc3c(c2)CCN3C(=O)CC(C)(C)C)c(C)s1	-1%	1%	16%	-21%	4.5%
CCOC(=O)N1CCC(NC(=O)c2cnn3cccnc23)CC1	0%	-2%	-14%	-11%	0.3%
COc1ccc(N(CC(=O)Nc2ccc3c(c2)OCO3)S(=O)(=O)c2c(C)nn(C)c2C)cc1	-8%	-1%	-4%	-9%	1.1%
O=C(O)CCNC(=O)C12CC3CC(CC(C3)C1)C2	9%	-2%	-17%	-6%	1.0%
O=C(CCc1ccccc1)Nc1ccc2ccccc2n1	-3%	0%	28%	-8%	0.3%
CC(/C=N/NC(=O)c1cnccn1)=C\c1ccco1	/	-5%	3%	1%	0.7%
CCN1C(=O)[C@@H]2[C@@H](c3ccc(-c4ccc(OC)cc4)cc3)N3CCC[C@@]3(C(=O)OC)[C@@H]2C1=O	5%	-1%	49%	6%	i
COCCCNS(=O)(=O)c1ccc2[nH]c3c(c2c1)CCCCC3	3%	1%	5%	1%	2.5%
COc1ccccc1C1=NC(c2ccccc2)CN1c1ccccc1 (configuration not stated)	-19%	5%	0%	-6%	2.7%
Cc1onc(-c2ccccc2)c1C(=O)Nc1nnc(-c2ccncc2)s1	-30%	?	39%	-4%	2.7%
O=C(Nc1cccnc1)c1ccc(F)cc1	4%	-2%	-17%	13%	0.5%
Cc1cc(C(=O)OCC(=O)NC(C)c2ccccc2)c(C)o1 (configuration not stated)	-5%	-2%	4%	2%	1.3%
COc1ccccc1N1CCN(CCN2C(=O)CC3(CCCC3)CC2=O)CC1	-4%	2%	0%	-2%	1.8%
CC(=O)n1cc(/C=N/NC(=O)c2ccc([N+](=O)[O-])cc2)c2ccccc21	3%	4%	-8%	8%	1.1%
COc1ccccc1NC(=O)CSc1nnc(CNC(=O)c2ccco2)n1C	4%	2%	-6%	-9%	1.1%
CSc1ncnc2c1ncn2CC(=O)C1CCC2C3CCC4=CC(=O)CCC4(C)C3CCC12C (configuration not stated)	4%	/	/	/	9.4%
O=C(O)c1n[nH]c2c1CC(C1CCCCC1)CC2 (configuration not stated)	-15%	-1%	32%	3%	6.9%
C=CCNC(=O)NC(=O)CSc1nc2cc([N+](=O)[O-])ccc2n1-c1cccc(C(F)(F)F)c1	-2%	-1%	-20%	-5%	0.3%
CCCOC(=O)C1C2C=CC3(CN(c4ccc(Cl)c(F)c4)C(=O)C13)O2 (configuration not stated)	1%	-5%	-17%	-4%	0.0%
COc1ccc(-n2c(-c3ccccc3)cc3c2CCCC3=O)cc1	4%	3%	/	5%	2.2%
O=C(NCc1ccco1)C(=O)c1cn(CC(=O)N2CCCCC2)c2ccccc12	12%	-7%	8%	-3%	0.5%
COCC(C)NS(=O)(=O)c1ccc(OC)cc1 (configuration not stated)	0%	-1%	-6%	0%	2.4%
Cn1c(=O)c2ncn(CC(=O)NCCOc3ccc(C(C)(C)C)cc3)c2n(C)c1=O	-7%	/	/	/	1.2%
CCOC(=O)c1cc(C)n(CCc2cnc[nH]2)c1C	-2%	1%	4%	0%	0.5%
Cc1oc(-c2ccccc2)cc1C(=O)Nc1cccc(/C=C/C(=O)O)c1	-3%	/	/	/	2.0%
Cc1cccc(C)c1NC(=O)N1CCN(C2CCCCC2)CC1	-13%	-9%	-4%	-2%	1.0%
Cc1ccccc1Oc1ncnc2sccc12	-7%	7%	7%	-5%	i
Oc1ccc(N=Nc2n[nH]c(-c3ccccc3)n2)cc1	10%	0%	37%	-1%	2.2%
CC12CCC(C(=O)N(c3ccccn3)c3ccccn3)(OC1=O)C2(C)C (configuration not stated)	6%	9%	-2%	-3%	0.2%
Cc1cc(N(C)Cc2ccccc2)nc(-c2ccccc2)n1	4%	3%	23%	-5%	6.5%
O=C(CSc1nc2ccccc2c(=O)[nH]1)Nc1ccc([N+](=O)[O-])cc1	10%	4%	4%	/	i
CCOC(=O)c1cc(NC(=O)CNCC(c2ccccc2)N(C)C)cc(C(=O)OCC)c1 (configuration not stated)	-19%	5%	19%	3%	i
Cc1cc(C)cc(NC(=O)CCc2nc3sc4c(c3c(=O)[nH]2)CCCC4)c1	-1%	-5%	-6%	2%	13%
CCn1c(COc2ccccc2C)nnc1SCC(=O)N1CCC(C)CC1	-2%	-5%	19%	-2%	2.7%
Cc1cc([N+](=O)[O-])ccc1NCc1ccco1	4%	-4%	11%	0%	i
COc1ncc(-c2ccc3c(c2)S(=O)(=O)c2cccc(C(=O)NCc4ccco4)c2C3=O)cn1	2%	-10%	1%	/	0.1%
Cc1cc(=O)c2ccc3ccccc3c2[nH]1	4%	10%	4%	2%	6.9%
CN1CCN(S(=O)(=O)c2cc(C(F)(F)F)ccc2Cl)CC1	-6%	-3%	-5%	-3%	0.1%
CC(=O)c1ccc(NC(=O)CC2Nc3cccc4cccc(c34)NC2=O)cc1 (configuration not stated)	-6%	4%	24%	4%	6.5%
CCOC(=O)CN1C(=O)C(Sc2n[nH]c(-c3ccccc3)n2)CCc2ccccc21 (configuration not stated)	5%	-6%	12%	-8%	1.4%
Cc1ccc(C)c(NC2=CC(=O)CC(C)(C)C2)c1C#N	0%	-10%	/	-20%	i	VEEV TC-83 Vero 10K pilot screen=0.2
COC(=O)[C@@]12CCCCN1[C@H](c1ccc(SC3CCCCC3)cc1)[C@H]1C(=O)N(C)C(=O)[C@H]12	-2%	1%	4%	9%	5.2%
Cc1c(NC(=O)Nc2ccc([N+](=O)[O-])cc2)c(=O)n(-c2ccccc2)n1C	-10%	-1%	0%	-4%	0.3%
Cc1ccc(C)c(S(=O)(=O)N2CCCC2CNC(=O)C(=O)NCc2ccccn2)c1 (configuration not stated)	0%	-4%	7%	-7%	0.2%
CCCN(CC(=O)Nc1ccc(OC)c(OC)c1)CC(=O)Nc1ccc(F)c(F)c1F	-8%	-15%	-16%	-4%	0.5%
Cc1ccc(N=C2NC(=O)/C(=C/c3cccn3C)S2)cc1	-16%	2%	-5%	2%	13%
CN1C(=O)CC(N2CCN(c3ccc(Cl)c(Cl)c3)CC2)C1=O (configuration not stated)	-2%	4%	37%	6%	i
CC(=O)Nc1ccc(NC(=O)COc2ncnc3ccccc23)cc1	-9%	-2%	5%	-1%	1.0%
Nc1c(Cl)cc(NC(=O)c2ccccc2C(=O)O)cc1Br	18%	5%	-7%	-2%	i
O=C(NC(Cc1c[nH]c2ccccc12)C(=O)O)/C(=C/c1ccc2c(c1)OCO2)NC(=O)c1ccccc1 (configuration not stated)	0%	/	/	/	1.7%

Source: PubChem
